Compound activity (PubChem BioAssay)
HGIII-sPLA2 inh – Inhibits HGIII-sPLA2 liposome hydrolysis, primary screen. inhibition, % at 12.2 µM. AID 743126. QFRET BODIPY PC-A2 liposome hydrolysis, fluorescence. Q9NZ20. actives 0.56% (n = 370,000);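 active = inhibition above mean plus 3 SD of compounds lying within the high and low control bounds, cut at about 19% in these data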;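 note: 0% = median of test compound wells and 100% = no enzyme DMSO wells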
DAX1 inh-1 – inhibitors of human orphan nuclear receptor DAX1 (NR0B1); inhibition, % at 6.75 µM; HEK293 Gal4-DAX1 luciferase reporter, luminescence; AID 504766; actives 0.99% (n = 340,000);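 active = inhibition above the mean over all tested compounds plus 3 SD, cut at about 4.2% in these data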;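 note: 0% = DAX1-transfected cells with DMSO and 100% = empty-vector control cells with DMSO; inhibition shows as a rise in luminescence from relieved DAX1 repression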
GC-A act – GC-A (human) enzyme activation; HEK293 GC-A cells, cGMP TR-FRET, EC30 ANP; 0% at EC30 ANP, 100% saturating ANP; activation, % at 10 µM; actives 0.14% (n = 370,000); AID 1671463; in the data active = activation above about 40%
SMARCA2 activ – activators of SMARCA2 function | MG213 cells, MMTV-luciferase reporter, dexamethasone, overnight | activation, % at 9.1 µM | actives 1% (n = 370,000) | AID 652017; in the data active = activation above about 7.8%;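 note: 0% = vehicle wells and 100% = reference activator wells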
hcDAF-12 act – activators of H. contortus DAF-12 nuclear receptor; actives 1.4% (n = 370,000); AID 652067; activation, % at 6.8 µM; HEK293 hcDAF-12 lit1-tk-luc reporter, luminescence; 0% DMSO, 100% Δ7-dafachronic acid;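 active = activation above the mean of all tested compounds plus 3 SD, cut at about 5.5% in these data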;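 note: 100% = response to 3 µM Δ7-dafachronic acid high control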
DAX1 inh-2 – inhibitors of DAX1 repression of SF-1 activated StAR promoter; AID 652010; HEK293T StAR-luciferase reporter, SF-1/DAX-1 repression relief; inhibition, % at 6.8 µM; actives 1.1% (n = 370,000);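 active = inhibition above the mean over all tested compounds plus 3 SD, cut at about 3.6% in these data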;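 note: 0% = DAX-1 cells with DMSO and 100% = cells lacking DAX-1 with DMSO; higher inhibition means more luminescence from relief of DAX-1 repression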
KLK7 zymogen act – proKLK7 (human) activation, primary screen | P49862 | purified proKLK7, EDANS-DABCYL substrate fluorescence; 100% is mature enzyme control, 0% vehicle | activation, % at 7 µM | actives 0.9% (n = 370,000) | AID 652039;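 active = activation above the mean of all tested compounds plus 3 SD, computed per campaign excluding outliers beyond control limits, cut at about 13% in these data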
FXN GAA850 act – increases GAA850 frataxin promoter reporter activity; activation, % at 6 µM; HEK293 lucGAA850 FXN promoter luciferase reporter, 24 h; percent of 10 µM SAHA response; actives 0.56% (n = 360,000);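 active = activation above the average of all compounds screened plus 3 SD, cutoff fixed separately per campaign, cut at about 7.5% in these data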;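 note: 0% = DMSO wells and 100% = 10 µM SAHA wells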
ssDAF-12 act – S. stercoralis DAF-12 activation, primary screen; HEK293 ssDAF-12/GRIP1 lit1-tk-luc reporter, luminescence; % of 3 µM dafachronic acid response; activation, % at 6.8 µM; actives 1% (n = 370,000);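 active = activation above the mean over all tested compounds plus 3 SD, cut at about 0.9% in these data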;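 note: 0% = DMSO-only wells and 100% = 3 µM delta7-dafachronic acid wells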
NPR2 activator – GC-B (human) receptor activation; HEK293-GC-B cells, CNP EC30, cGMP TR-FRET; 0% at EC30 CNP, 100% saturating CNP; P20594; AID 1920062; actives 0.11% (n = 370,000); activation, % at 10 µM;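 active = activation at 10 µM reaching about 35% in either raw or pattern-adjusted values, limit read from the data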
Target sequence (P20594 whole entry, looked up): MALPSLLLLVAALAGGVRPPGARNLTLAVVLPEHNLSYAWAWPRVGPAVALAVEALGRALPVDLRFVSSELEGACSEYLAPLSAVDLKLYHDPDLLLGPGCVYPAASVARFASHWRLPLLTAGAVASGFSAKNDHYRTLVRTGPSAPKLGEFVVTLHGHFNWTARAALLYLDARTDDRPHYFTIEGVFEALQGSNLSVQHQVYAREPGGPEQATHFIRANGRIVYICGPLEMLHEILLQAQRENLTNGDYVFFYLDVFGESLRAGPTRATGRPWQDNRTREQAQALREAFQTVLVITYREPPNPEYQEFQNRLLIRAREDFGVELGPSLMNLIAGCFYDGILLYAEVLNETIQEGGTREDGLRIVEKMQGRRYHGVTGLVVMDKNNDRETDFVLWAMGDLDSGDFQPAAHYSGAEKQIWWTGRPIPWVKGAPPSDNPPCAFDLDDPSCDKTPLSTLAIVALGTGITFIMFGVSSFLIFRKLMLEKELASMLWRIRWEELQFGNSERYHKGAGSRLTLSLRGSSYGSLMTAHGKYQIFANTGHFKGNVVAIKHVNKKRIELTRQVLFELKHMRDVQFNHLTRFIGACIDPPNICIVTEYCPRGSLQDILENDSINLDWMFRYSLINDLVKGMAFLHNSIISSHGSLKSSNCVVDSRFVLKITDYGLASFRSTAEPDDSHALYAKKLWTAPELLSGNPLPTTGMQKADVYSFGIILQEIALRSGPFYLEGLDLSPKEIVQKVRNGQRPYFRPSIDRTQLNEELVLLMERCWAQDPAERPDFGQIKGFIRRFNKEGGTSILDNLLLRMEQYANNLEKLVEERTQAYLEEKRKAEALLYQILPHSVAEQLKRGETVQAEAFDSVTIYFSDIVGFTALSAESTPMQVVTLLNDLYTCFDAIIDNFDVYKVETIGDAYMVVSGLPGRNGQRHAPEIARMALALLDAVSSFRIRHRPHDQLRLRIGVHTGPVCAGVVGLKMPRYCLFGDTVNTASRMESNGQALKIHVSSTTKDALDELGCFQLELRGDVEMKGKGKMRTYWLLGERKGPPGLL
hgDAF12 agonist – agonists of H. glycines DAF-12 nuclear receptor; HEK293 GAL4-hgDAF12 UAS-luciferase reporter, agonist luminescence; normalized to butyrate control; activation, % at 6.8 µM; actives 1.8% (n = 370,000); AID 687014;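 active = activation above a cutoff set at the mean of all screened compounds plus 3 SD, cut at about 10% in these data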;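 note: 0% = DMSO wells and 100% = sodium butyrate wells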
An asterisk follows results filed as active; . = no result given.

Each structure is followed by: HGIII-sPLA2 inh | DAX1 inh-1 | GC-A act | SMARCA2 activ | hcDAF-12 act | DAX1 inh-2 | KLK7 zymogen act | FXN GAA850 act | ssDAF-12 act | NPR2 activator | hgDAF12 agonist
Cc1ccc(CNC(=O)c2cccnc2)cc1
    3 | . | -1 | 1 | 1.4 | -0.1 | 0.2 | 0.4 | -1.8 | -1 | -0.2
CCOc1cc(C=NN2CCN(Cc3ccc(C)cc3)CC2)ccc1O
    6 | . | -1 | -4 | 0.4 | -1.4 | 0.4 | . | -1.5 | 1 | -0.8
Cc1cc(C)c2nc(NC(=O)c3cc(C)on3)sc2c1
    -7 | -1.2 | -4 | -1 | -3.0 | -1.1 | 0.0 | -3.5 | -2.1 | -8 | -6.2
O=S(=O)(Cc1ccccc1)/C1=C(\N2CCOCC2)CCCCCC1
    4 | -1.2 | 1 | -1 | -0.8 | 0.4 | -0.1 | -2.4 | -1.5 | 6 | -0.1
CC(C)CC(=O)N1CC(C)N(C(=O)CC(C)C)CC1C (stereo unspecified)
    6 | . | 2 | 3 | 0.5 | -0.2 | -0.1 | . | -1.0 | 3 | -2.3
Cc1ccc(C)c(C(=O)COC(=O)c2n[nH]c3ccccc23)c1
    -44 | 2.3 | -2 | 2 | 2.7 | 1.0 | 0.5 | 1.1 | 0.5 | -4 | 6.7
c1ccc2c(Nc3ccc(N4CCOCC4)cc3)nc(N3CCOCC3)nc2c1
    6 | -1.9 | 6 | 4 | 0.3 | -0.8 | 0.7 | 1.2 | -0.8 | -4 | -1.3
CCN1CCN(C(c2ccccn2)c2c(NC(=O)c3ccccc3)sc(C)c2C)CC1 (stereo unspecified)
    -4 | -0.7 | -23 | 0 | -0.6 | -1.6 | 1.4 | -3.3 | -1.8 | -20 | 0.5
CCOC(=O)CC1=CSC2=NS(=O)(=O)CCN12
    1 | -0.9 | 3 | 0 | -0.6 | 0.3 | 0.4 | 0.1 | -0.5 | 4 | 0.5
COc1cc(NS(=O)(=O)c2ccc(NC(=O)Cc3ccccc3)cc2)nc(OC)n1
    -19 | 0.1 | 1 | 5 | -1.8 | -0.3 | 0.5 | 0.6 | -0.4 | -1 | -0.9
O=C(Nc1ccc(F)c(Cl)c1)C1Cc2c(-c3ccc4c(c3)OCO4)ccnc2O1 (stereo unspecified)
    1 | . | 10 | -8 | -0.7 | -2.6 | -0.7 | 0.4 | -1.5 | 16 | -3.9
CN1CCN(CCCC(=O)c2ccc(C3CCCC3)cc2)CC1
    -27 | 0.1 | 2 | -4 | -2.0 | -0.6 | -0.1 | 0.3 | -1.6 | -4 | -2.4
CCOC(=O)/C=C1/SCC(=O)N1CC(=O)Nc1ccc2c(c1)CCC2
    -24 | -0.8 | -4 | -3 | 1.2 | -0.2 | -0.1 | -1.2 | -1.2 | 1 | -2.3
Cc1ccc(C(=O)NNC(=O)c2ccc3c(c2)OCCO3)cc1
    5 | 2.9 | 0 | 3 | 4.0 | 5.2* | 0.1 | 3.2 | -0.1 | 4 | 7.8
COc1cccc(OCCCCCN2CCOCC2)c1
    1 | 0.6 | 4 | -1 | 0.4 | -0.5 | -0.6 | 0.1 | -0.7 | 4 | -0.1
CCc1ccc(NC(=O)CSc2nc3nc(C)cc(C)n3n2)cc1
    4 | -0.6 | 3 | -4 | -1.8 | -4.3 | 0.2 | 0.8 | -1.2 | -2 | -2.7
Cc1ccc2nc(SCC(=O)N3CCCC3)[nH]c2c1
    10 | 3.2 | -4 | 7 | 4.3 | 4.8* | 0.4 | 1.6 | 0.0 | -3 | 10.0
COC(=O)NCC(c1ccco1)N1CCN(c2ccc(F)cc2)CC1 (stereo unspecified)
    5 | -1.1 | 4 | -1 | 0.9 | 0.1 | 0.0 | 0.7 | -1.5 | 0 | -3.0
CCN(CC)CC(=O)Nc1ccc(C)cc1C(=O)c1ccccc1
    -6 | 1.9 | 1 | 0 | -0.7 | -0.3 | 0.3 | 0.8 | -1.1 | 3 | -1.8
CCCCn1c(-c2ccccc2)nc2c(=O)n(C)c(=O)[nH]c21
    6 | -0.5 | 3 | -1 | -1.7 | -0.4 | 0.9 | 1.3 | -0.5 | 8 | -0.5
c1ccc(NC2=NCCCCS2)cc1
    0 | -1.7 | 2 | 3 | 0.6 | -0.4 | -0.9 | 0.6 | -0.6 | 3 | 1.2
Cc1cccc(C(=O)Nc2c(-c3ccccc3)nc3ncccn23)c1
    -1 | . | 2 | -1 | -1.5 | -1.6 | 9.0 | . | -0.3 | 5 | 2.8
O=C(NC1CCC(c2ccccc2)CC1)c1cccnc1 (stereo unspecified)
    8 | -0.3 | 0 | -2 | -1.6 | -0.8 | 0.0 | 0.6 | -1.9 | -4 | -0.2
Cc1ccc(S(=O)(=O)N2C[C@H]3C(=O)C[C@@H](c4ccccc4)N(S(=O)(=O)c4ccc(C)cc4)[C@H]3C[C@H]2c2cccs2)cc1
    -11 | . | 2 | -3 | 0.5 | 1.6 | -0.6 | . | -1.3 | 1 | -0.3
Cc1cccc(NC(=O)CN2C(=O)N/C(=C/c3ccc(C)o3)C2=O)c1
    -19 | 2.8 | 5 | 9.1* | -2.3 | 0.5 | 0.9 | -2.6 | -0.9 | 1 | -1.0
CCCCCCCCN1C(=O)[C@H](CC(=O)NCCCOCCCC)C[C@@]2(C(=O)OC)CCCCC=C12
    -5 | . | -3 | -3 | 0.9 | 1.6 | -0.1 | . | -0.8 | 0 | -0.9
Cc1cc(C(=O)O)ccc1-c1ccc(/C=C2\SC(=O)N(CC(=O)Nc3ccc4c(c3)OCO4)C2=O)o1
    0 | 1.1 | -3 | 0 | -1.1 | 0.2 | -0.3 | 0.1 | -1.5 | 0 | 0.8
CN(C)CCCN(C(=O)c1ccc2c(c1)OCCO2)c1nc2ccc(Cl)cc2s1
    -3 | 2.2 | -5 | 1 | 0.7 | 2.9 | 0.2 | 4.3 | -1.5 | -13 | 0.3
CCOCCn1c(SCC(=O)OCc2ccccc2)nc2c1c(=O)[nH]c(=O)n2C
    5 | 0.5 | 4 | 1 | 3.8 | 3.0 | 0.3 | 0.9 | -0.8 | 2 | 13*
COc1ccc(N(CC(=O)NCCC2=CCCCC2)S(=O)(=O)c2ccccc2)c(OC)c1
    1 | 0.9 | 1 | -1 | 1.4 | 0.7 | -0.5 | 1.7 | -1.3 | 4 | -0.7
O=C1Nc2cc(C(=O)N3CCN(c4ccccn4)CC3)ccc2S/C1=C\c1ccccc1
    -3 | -1.2 | 4 | 4 | 0.1 | 0.4 | 0.2 | -2.2 | -0.7 | -3 | -0.5
Cc1nn(C(=O)c2c(-c3ccccc3)noc2C)c(C)c1N=Nc1cc(C(F)(F)F)cc(C(F)(F)F)c1
    -1 | -1.4 | 0 | 0 | 0.0 | -0.1 | -0.3 | 0.6 | -0.5 | 0 | -0.2
COc1cccc(NC(=O)CSC(N)=O)c1
    5 | -0.4 | -2 | 1 | 0.5 | -0.1 | -0.3 | 2.7 | -1.4 | 5 | 3.1
COc1cc(OC)cc(C(=O)OCC(=O)NCc2ccc3c(c2)OCO3)c1
    1 | 0.6 | -7 | -2 | 0.3 | 0.4 | -0.5 | 1.6 | -1.4 | 0 | 2.2
CC(COc1cccc([N+](=O)[O-])c1)CN1CCC(C(O)(c2ccccc2)c2ccccc2)CC1 (stereo unspecified)
    -11 | . | -18 | -4 | 2.0 | -0.7 | 0.4 | . | -1.7 | -9 | 1.5
COc1ccc(CN2CCCC(CNC(=O)c3ccc(F)cc3)C2)c(C)c1C (stereo unspecified)
    -9 | 0.6 | -12 | -4 | -1.4 | 0.1 | 0.6 | -1.9 | -1.0 | -8 | -2.2
CCNC(=O)COC(=O)Cc1ccc(Cl)cc1Cl
    4 | -0.7 | 0 | -2 | -0.6 | 0.2 | 0.1 | 0.9 | -1.4 | 1 | 1.2
COc1cccc(CN(C)C(=O)c2cc(S(=O)(=O)NC3CCCCC3)ccc2C)c1OC
    -6 | -0.2 | 1 | 4 | -0.4 | -0.6 | -0.3 | 1.4 | -1.2 | 2 | -3.0
O=C(/C=N\O)NCCCNCc1ccccc1
    -2 | -0.1 | 1 | 2 | -0.8 | 0.2 | 0.2 | 21* | -1.4 | 5 | 0.0
CCOc1ccccc1N1CCN(CC(=O)NC(C)c2ccccc2)CC1 (stereo unspecified)
    6 | 0.7 | 4 | -1 | -0.9 | -0.5 | -0.8 | -0.8 | -1.3 | 5 | -0.1
O=CN/C=C/c1cc(O)ccc1O
    11 | 1.8 | -7 | -1 | -1.5 | 0.3 | -65 | 1.3 | -1.7 | -3 | 1.5
CN=c1sc2ccccc2n1CC(O)COCc1ccco1 (stereo unspecified)
    -8 | 1.2 | -5 | -2 | 0.0 | 0.1 | 0.1 | -2.0 | -1.6 | -10 | -3.0
CSc1ccc(/C=C/C(=O)N2CCCN(C)CC2)cc1
    1 | 1.7 | -2 | 2 | 0.6 | 0.0 | 17* | 3.6 | -1.3 | 8 | 2.4
COc1ccc(/C=C2\CC/C(=C\c3ccc(OC)c(OC)c3)C2=O)cc1OC
    -6 | -4.3 | 2 | -1 | -8.9 | -2.3 | 0.0 | -2.0 | -3.1 | 0 | -9.1
CC12CCC(C(=O)NCc3ccc4c(c3)OCO4)(C(=O)C1=O)C2(C)C (stereo unspecified)
    3 | 2.6 | -3 | 0 | -0.9 | 0.0 | -0.1 | 0.2 | -0.8 | 1 | -0.4
Cc1cc(C)c(-n2nnnc2SCC(=O)c2cc3ccccc3o2)c(C)c1
    -10 | . | -2 | 0 | 0.0 | -0.3 | -0.1 | -0.7 | -0.5 | 2 | 1.8
COc1ccc(CNC(=O)CN(CC2CCCO2)C(=O)CNS(=O)(=O)c2ccc(F)cc2)cc1 (stereo unspecified)
    -2 | -0.2 | 0 | 0 | -0.8 | -0.6 | -0.5 | -2.0 | -0.8 | 0 | 1.3
COc1cccc(NC(=O)COc2c(F)c(F)c(C(F)(F)F)c(F)c2F)c1
    -2 | -0.2 | 1 | 4 | -0.4 | -0.4 | -0.2 | -0.2 | -1.4 | 3 | -0.5
CN(CC(=O)Nc1cccc(F)c1)C(=O)c1cccc(S(=O)(=O)N2CCN(Cc3ccccc3)CC2)c1
    -20 | -2.4 | -5 | -4 | -2.5 | -1.6 | 0.3 | -5.1 | 11* | -2 | -3.1
NC(=O)c1c(NC(=O)c2cccnc2)sc2c1CCCC2
    8 | . | -6 | -2 | -0.9 | 1.0 | -1.6 | 2.5 | -0.3 | -6 | 3.5
Cc1cc2nc3n(c2cc1C)CC1CC(C(=O)NCc2ccco2)N(C)C31 (stereo unspecified)
    0 | 1.4 | 0 | 1 | -0.7 | 0.2 | 0.8 | 1.2 | -1.2 | 10 | -0.2
